# Screens as filed in PubChem BioAssay.
# RXFP1 antagonist: blocks the human relaxin receptor RXFP1 | Q9HBX9 | AID 1259400 | HEK293-RXFP1, relaxin-stimulated cAMP HTRF, 30 min; hits give low values | activity change, negative = inhibition, % at 57.5 µM | 350,000 compounds, 0.59% hits;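 active means activity change of -60% or lower, but not beyond a set lower limit; inconclusive means change between -60% and -40%, or beyond the set limit; inactive means change above -40%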; further: on the % scale 0 is the no-effect control and ±100 the full control effect
# D1 PAM: enhances dopamine response at the human D1 receptor; P21728; HEK293 TREx D1 cells, calcium flux, dopamine EC20 potentiation; potentiation, % at 10 µM; 360,000 compounds, 0.036% hits; in the data active means potentiation above about 30%; further: 0% is about no effect
# TRHR enhancer: allosterically enhances the human TRH receptor; P34981; TRHR cells, fluo-8 calcium fluorescence, EC20 TRH enhancement; enhancement, % at 2 µM; 360,000 compounds, 0.66% hits; AID 493056; in the data active means enhancement above about 30%; further: 0% is about no effect
# Target sequence (P34981 whole entry, looked up): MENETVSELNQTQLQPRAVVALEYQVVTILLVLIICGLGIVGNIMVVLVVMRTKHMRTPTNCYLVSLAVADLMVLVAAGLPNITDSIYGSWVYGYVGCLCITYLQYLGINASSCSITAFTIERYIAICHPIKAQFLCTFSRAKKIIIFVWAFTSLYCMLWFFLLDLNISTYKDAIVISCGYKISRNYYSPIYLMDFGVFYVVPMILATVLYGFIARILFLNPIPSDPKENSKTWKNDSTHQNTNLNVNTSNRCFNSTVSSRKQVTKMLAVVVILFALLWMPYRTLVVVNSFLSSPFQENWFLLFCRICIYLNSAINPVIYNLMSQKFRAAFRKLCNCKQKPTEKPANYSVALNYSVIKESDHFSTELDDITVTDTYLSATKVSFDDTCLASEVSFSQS
#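 TRHR-expressing cells loaded with fluo-8 calcium dye were read kinetically (ex 480/em 530) during compound addition, then stimulated with an EC20 of TRH (10 nM final). Enhancement of the Gq-mediated intracellular calcium response was scored.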
# TRHR agonist: agonists of human TRH receptor. P34981. TRHR cells, calcium flux fluo-8, FDSS agonist mode. activation, % at 2 µM. 360,000 compounds, 0.18% hits. AID 493084; in the data active means activation above about 30%; further: 0% is about no effect
#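 Steps: seed TRHR cells overnight; add fluo-8 no-wash Ca dye, RT 30 min–1.5 h; record 10 s baseline; pin-transfer compounds; monitor fluorescence 1 cycle/s for the agonist window. Calcium increases flag candidate agonists.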
# D2 PAM: positively modulates the human D2 dopamine receptor allosterically; 340,000 compounds, 0.34% hits; AID 485347; HEK293 T-REx D2, calcium flux, EC20 dopamine potentiation; P14416; potentiation, % at 10 µM;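 active means potentiation over 3 SD above the plate norm, cut at about 30% in these data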; further: 0% is about no effect
# Target sequence (P14416 whole entry, looked up): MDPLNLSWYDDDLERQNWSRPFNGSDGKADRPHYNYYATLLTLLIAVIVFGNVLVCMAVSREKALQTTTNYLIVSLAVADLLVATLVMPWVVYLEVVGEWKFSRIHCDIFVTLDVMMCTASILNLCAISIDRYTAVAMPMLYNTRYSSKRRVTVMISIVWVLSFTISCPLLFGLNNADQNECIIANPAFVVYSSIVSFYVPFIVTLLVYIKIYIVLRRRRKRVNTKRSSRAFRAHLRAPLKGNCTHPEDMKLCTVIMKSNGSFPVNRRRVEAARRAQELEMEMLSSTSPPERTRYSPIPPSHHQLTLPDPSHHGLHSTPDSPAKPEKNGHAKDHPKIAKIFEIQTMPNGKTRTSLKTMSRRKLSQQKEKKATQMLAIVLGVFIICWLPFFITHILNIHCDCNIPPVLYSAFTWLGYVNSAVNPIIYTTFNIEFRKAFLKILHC
#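 Tetracycline-induced Hek293 Trex D2 cells, force-coupled to calcium, loaded with no-wash calcium dye. Compound added with 180 s kinetic read for agonism, then EC20 dopamine and a further 180 s read for potentiation.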
# Anesthetic bind: candidate novel general anesthetic via apoferritin binding; apoferritin/1-aminoanthracene competitive binding, fluorescence; Potency, µM (top dose mostly 77.5 µM), for inactives: at the top dose activity change, negative = displacement, hits mostly inhibitors; 350,000 compounds, 0.074% hits; AID 485281; further: potency means the concentration at half of the fitted maximal effect; on the % scale 0 is the no-effect control and ±100 the full control effect; nearly all actives have a fitted effect of over 20% in size
# Target sequence (P02791 2-175 limits assumed): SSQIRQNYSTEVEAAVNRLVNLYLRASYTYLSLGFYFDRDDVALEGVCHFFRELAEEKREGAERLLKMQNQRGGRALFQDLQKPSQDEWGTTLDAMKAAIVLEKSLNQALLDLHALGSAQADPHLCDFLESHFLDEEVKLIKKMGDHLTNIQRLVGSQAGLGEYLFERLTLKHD
#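 Steps: apoferritin (10 uM) was premixed with half-saturated 1-AMA in PBS, compounds were pin-transferred, plates stood 10 min at room temperature, fluorescence was read at 380/535 nm, and curves were fitted with a Hill equation.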
# RXFP1 ag: activates the human relaxin receptor RXFP1. HEK293T-RXFP1 cAMP TR-FRET, 30 min; response scale: percent of porcine relaxin response, buffer zero. Q9HBX9. Potency, µM (top dose mostly 57.5 µM), for inactives: at the top dose activation, usual class: activators. 370,000 compounds, 0.3% hits. AID 2676; further: potency means the concentration at half of the fitted maximal effect; on the % scale 0 is the no-effect control and ±100 the full control effect; nearly all actives have a fitted effect of over 60% in size; many of its hits are not listed in these tables
#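 Agonist response is measured as cAMP accumulation in an RXFP1-transfected HEK293T line under PDE4 inhibition. Values are scaled between buffer-only and 29 nM porcine relaxin, and EC50s come from standard Hill equation fits.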
# D1 antagonist: antagonists of human D1 dopamine receptor; activity change, negative = inhibition, % at 10 µM; P21728; 360,000 compounds, 3.2% hits; AID 504652; HEK293 TREx D1 cells, calcium flux, dopamine EC80; hits give low values; in the data active means activity change below about -30%; further: on the % scale 0 is the no-effect control and ±100 the full control effect
#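 Compound effects on dopamine-evoked calcium signalling were measured in tetracycline-induced HEK293 Trex D1 cells. Dopamine at EC80 followed a 180 s compound pre-read, and fluorescence was tracked kinetically for 180 s more.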
# D1 agonist: agonists of human D1 dopamine receptor; HEK293 T-REx D1 cells, calcium flux, agonist mode; AID 504660; 360,000 compounds, 1% hits; P21728; activation, % at 2 µM; in the data active means activation above about 30%; further: 0% is about no effect
#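 Agonism was scored from calcium flux recorded over 180 s (1 read/s) after pintool compound addition, following a 10-cycle baseline. Cells were inducible force-coupled HEK293 TREx D1, plated overnight at 30 C and loaded with no-wash calcium dye.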
# Active calls of the source: *; ? = inconclusive; . = no result given; [ ] = remark or other dose. Unless noted, the call rests on the fitted dose curve; in most records, active means well fitted curve in the direction sought with a large enough effect; inconclusive means small, poorly fitted or top-dose-only effect, or another doubt; inactive means no such curve, though single readings can be large; an effect the other way counts as inactive or inconclusive. Only part of the results is shown; count on the stated rates, not on these rows.
SMILES,RXFP1 antagonist,D1 PAM,TRHR enhancer,TRHR agonist,D2 PAM,Anesthetic bind,RXFP1 ag,D1 antagonist,D1 agonist
O=C1C=CC(=O)N1,.,-5.1,-5.6,0.8,-4.8,.,-0.3%,1.7,-1.1
Cc1cc(OCc2cc(C(=O)N(C)C3CCOCC3)no2)cc(C)c1Cl,2.9,-5.2,0.4,-0.3,9.8,-18.1%,-1.0%,-5.5,15.3
COc1ccc(/C(O)=C2/C(=O)C(=O)N(c3ccccn3)C2c2ccc(C(C)C)cc2)cc1 (stereo not given),-1.0,1.3,-3.4,0.0,7.6,-3.4%,28.1%,12.9,5.1
Cc1ccc(/C=N/N2CCN(Cc3ccccc3)CC2)cc1,-10.6,-0.9,1.7,-0.7,-7.9,-9.1%,-1.6%,-17.3,0.6
C/C(=C\c1ccco1)C1Nc2cccc3cccc(c23)N1,.,-4.5,5.3,-0.2,8.3,-11.0%,0.0%,13.9,2.5
Cc1c(OC(C)C(=O)NCc2ccncc2)ccc2c3c(c(=O)oc12)CCC3 (stereo not given),-9.8,0.4,-4.8,-0.4,6.0,-0.3%,2.9%,9.1,4.2
NNC(=O)CSc1c(-c2ccccc2)c2cc(Cl)ccc2[nH]c1=O,20.7,12.0,1.8,0.2,.,-9.0%,-2.8%,-1.4,1.4
CCC(NC(=O)C1(C)CC1(Br)Br)c1ccc(C)cc1 (stereo not given),-5.8,-5.2,-15.2,-1.1,0.7,-15.5%,-1.6%,-7.1,1.6
O=C(O)CCNc1nc(-c2ccccc2)c2cc(Br)ccc2n1,-18.5,6.2,-3.7,5.3,11.3,3.8%,?,1.8,2.7
COc1ccc(NC(=O)C2CCCN(c3ncnc4c3nc3n4CCCCC3)C2)c(OC)c1 (stereo not given),-10.8,-2.3,1.9,-0.4,-5.5,11.8%,2.8%,5.1,-1.5
CC1=C(C(=O)OCc2ccccc2)C(c2cccc(Br)c2)NC(=O)N1 (stereo not given),-3.3,-6.0,2.6,-0.2,-5.5,?,-8.2%,4.8,-1.0
O=C(NCc1cccc(Cl)c1)NCc1noc2ccccc12,-24.9,1.4,-4.5,0.1,-7.0,0.8%,0.2%,-13.3,-0.7
CCc1c(C(=O)NCc2cnn(C)c2)csc1C,8.5,4.0,1.4,-0.4,0.6,1.9%,0.2%,12.2,0.1
CC(NC(=O)OC(C)(C)C)C(=O)NC(CCC(=O)OCc1ccccc1)C(N)=O (stereo not given),-8.1,-0.6,14.3,1.0,.,-3.7%,0.6%,8.2,0.8
CCOC(=O)C1C(=O)C=C(c2cccs2)CC1c1ccccc1 (stereo not given),-19.5,-5.5,2.8,-0.2,4.9,-23.8%,3.6%,16.2,5.9
CCC(=O)N1CCc2cc(Br)cc(S(=O)(=O)NCC3CCCN3CC)c21 (stereo not given),-0.6,-3.3,0.2,0.2,-11.9,-11.3%,-0.1%,-24.0,0.1
O=C(Nc1ccc2c(c1)OCO2)C1CC(c2ccccc2O)=NO1 (stereo not given),-2.4,0.2,0.9,0.2,8.9,-12.5%,0.6%,-11.0,14.8
CCOC(=O)N1CCC(N2C(=O)c3ccccc3C2Nc2ccc(Cl)cn2)CC1 (stereo not given),-0.6,.,-8.9,1.8,8.3,3.3%,-0.3%,4.2,2.3
O=C(Nc1nnc(-c2ccc(Br)cc2)o1)C1=COCCO1,-2.5,-0.8,-5.0,-0.1,-0.2,.,2.7%,-14.0,1.9
CCn1c(=S)sc2c(=O)n(-c3ccccc3)c(SC)nc21,6.8,4.9,2.4,-1.0,4.7,-18.2%,3.6%,-3.0,5.9

# Ordered by count of non-hydrogen atoms (ascending): 3 of the compounds above.
SMILES,RXFP1 antagonist,D1 PAM,TRHR enhancer,TRHR agonist,D2 PAM,Anesthetic bind,RXFP1 ag,D1 antagonist,D1 agonist
CCC(NC(=O)C1(C)CC1(Br)Br)c1ccc(C)cc1 (stereo not given),-5.8,-5.2,-15.2,-1.1,0.7,-15.5%,-1.6%,-7.1,1.6
Cc1cc(OCc2cc(C(=O)N(C)C3CCOCC3)no2)cc(C)c1Cl,2.9,-5.2,0.4,-0.3,9.8,-18.1%,-1.0%,-5.5,15.3
Cc1c(OC(C)C(=O)NCc2ccncc2)ccc2c3c(c(=O)oc12)CCC3 (stereo not given),-9.8,0.4,-4.8,-0.4,6.0,-0.3%,2.9%,9.1,4.2

# New compounds follow.
SMILES,RXFP1 antagonist,D1 PAM,TRHR enhancer,TRHR agonist,D2 PAM,Anesthetic bind,RXFP1 ag,D1 antagonist,D1 agonist
CCOC(=O)N1CCC(NC(=O)c2cc(C(=O)NCc3ccc(F)cc3)ccc2CO)CC1,7.5,15.3,-1.5,0.8,-4.0,-18.0%,-0.8%,-5.2,-0.7
CC(NS(=O)(=O)c1ccc(Cl)cc1)C(=O)N1CCOCC1 (stereo not given),1.5,-3.2,4.9,0.1,-3.9,2.5%,-1.5%,-3.0,1.2
CCCCNC(=S)N(C)/N=C/c1c(C)[nH]c2ccccc12,0.4,-1.9,-3.3,-0.5,-3.1,-11.2%,1.1%,-26.5,0.4
Cc1ccc(S(=O)(=O)N2CCC(C(=O)Nc3cc(C)ccc3C)CC2)cc1,-11.1,-2.9,-8.2,-1.4,-5.4,-7.4%,8.3%,7.9,1.3
Cc1sc(NC(=O)c2ccco2)c(C(c2cccnc2)N2CCC(C)CC2)c1C (stereo not given),-30.1,0.1,2.0,0.1,7.7,90.0%[activator],2.7%,27.1,4.2
CCOC(=O)C1=C(COC(=O)COc2ccc(C#N)cc2)NC(=O)NC1C (stereo not given),-9.6,1.2,-3.8,-0.6,-2.8,-1.9%,-0.2%,-23.1,5.5
Cc1nnc(SCC(=O)Nc2ccc3c(c2)OCO3)o1,2.9,-3.5,1.4,0.1,5.8,-7.2%,0.0%,0.9,3.5
COc1ccc(C)cc1-n1nnnc1SCc1nc2ccccc2c(=O)[nH]1,-17.3,-4.2,0.1,-1.0,10.6,-13.8%,-1.4%,-17.9,11.2
C=CCN1C2CCCC1CC(NC(=S)Nc1ccc(Cl)cc1)C2 (stereo not given),5.2,-1.3,2.5,2.2,.,-8.1%,-0.2%,-84.4*,22.7
C/C(=N/NC(=O)Cc1cc(=O)[nH][nH]1)c1ccc([N+](=O)[O-])cc1,2.8,-0.4,4.6,0.7,11.4,-1.6%,2.7%,-4.0,2.1
CC1CCN(CC(=O)Nc2ccccc2C(=O)NC2CC2)CC1,0.1,-3.1,-4.1,0.8,17.5,.,-0.2%,-15.8,-0.2
CCN(CC)c1ccc(C(=S)N2CCN(c3ccccc3)CC2)cc1,0.4,-2.6,-6.0,0.3,-5.4,-14.5%,1.4%,18.2,1.8
COc1ccc(-c2nc3ccccc3s2)cc1,5.2,-5.2,8.1,0.1,2.9,-7.5%,2.2%,17.8,-0.1
O=C(CCC1CCCN(C(=O)c2cncs2)C1)NCc1ccc(F)c(F)c1 (stereo not given),4.9,1.9,18.1,0.1,-8.7,-4.5%,-3.0%,-3.0,2.2
Cc1ccc(-n2c(C)cc(C3N=C(N)Nc4nc5ccccc5n43)c2C)c(C)c1 (stereo not given),-7.5,3.6,-4.4,0.0,-6.0,?,-0.1%,-5.1,1.2
COc1cc(C#N)ccc1OCC(=O)Nc1ccc(C)c(S(=O)(=O)N2CCOCC2)c1,4.3,-5.5,-3.9,0.8,.,-18.9%,-0.1%,4.1,-0.3
Fc1ccc(N/N=C/C=C/c2ccccc2)c(F)c1,-16.6,1.6,4.1,0.7,-5.0,-11.9%,-0.6%,1.4,2.3
CCc1ccccc1NC(=O)C1CC(c2ccc(OC)cc2)=NO1 (stereo not given),-1.9,-1.6,-14.4,-1.4,0.5,-11.5%,5.9%,-3.5,27.4
O=C(NCc1ccc2c(c1)OCO2)c1cc(-c2ccncc2)nc2ccccc12,-21.0,-0.1,3.4,-0.2,-9.2,-10.8%,1.2%,3.7,3.9
Cc1ccc2[nH]c(=O)c(CN(CC3COCCO3)C(=O)Nc3ccccc3C)cc2c1 (stereo not given),-1.5,0.7,-2.3,0.1,-3.2,-9.7%,1.4%,-8.3,1.0
COc1ccc(-c2nnc(SCc3cccnc3)o2)cc1,-0.2,-1.9,2.6,0.2,-7.3,-2.4%,-0.9%,-12.1,1.6
CCOC(=O)c1csc(NC(=O)c2ccccc2)n1,.,.,-8.8,-0.2,-6.4,-5.9%,-0.5%,-7.3,4.8
COc1ccc(OC)c2c1sc(=NC(=O)C1CCCCC1)n2C,8.2,-0.4,-4.7,0.2,2.3,-4.4%,?,-7.9,2.2
CC1CCCCN1C(=O)CSc1c2c(nc3cc(Cl)ccc13)CCCC2 (stereo not given),-13.1,-1.3,-5.4,-1.6,-3.1,?,12.4%,-18.1,3.5
Fc1ccccc1/C=C1\CCCC2=C1Nc1nnnn1C2c1ccccc1F (stereo not given),-22.5,-0.3,-3.9,0.2,-4.2,-16.5%,0.7%,-6.5,2.0
CC1NC(=O)N(C)C2NC(=O)N(C)C(c3ccccc3)C12 (stereo not given),-1.7,0.5,-6.6,-0.4,-12.1,-8.1%,0.5%,2.8,1.5
Cc1ccc(NC(=O)c2cc(NC(=O)c3ccccc3C(=O)O)ccc2N2CCCCC2)cc1,-20.7,1.9,4.0,-0.7,8.5,?,2.2%,13.3,1.8
O=S(=O)(c1ccc(Cl)s1)N1CCC2(CC1)OCCO2,-16.9,0.5,10.5,-0.8,-17.4,-10.2%,0.6%,9.7,-0.7
Cc1onc(-c2c(F)cccc2Cl)c1C(=O)NCc1cccs1,14.2,-1.3,2.1,-1.1,2.0,-0.3%,0.5%,-6.2,2.1
O=C(NCc1cccnc1)Nc1ccccc1C(F)(F)F,-2.6,-4.5,-8.1,-0.1,2.2,-6.1%,2.7%,2.6,1.0
Fc1ccc(OCc2nc(-c3cccs3)no2)cc1,-7.6,-6.5,9.1,0.2,2.4,-22.3%,0.1%,-13.2,10.5
CCOC(=O)c1c(C)[nH]c(CCC(=O)NCCCN2CCN(c3ccccc3F)CC2)c1C,-12.6,-5.3,2.5,0.4,-22.7,1.1%,-2.7%,-24.0,1.3
CCOc1ccc2c(c1)c(=O)c(S(=O)(=O)c1ccc(CC)cc1)cn2C,5.4,1.9,2.8,0.3,6.0,2.1%,5.9%,-22.7,0.7
